# Screening data (PubChem)
# POLB inh = DNA polymerase beta (human) inhibition; P06746; Pol beta primer extension/strand displacement, fluorescence kinetic; Potency, µM (titrated, usually from 114 µM), for the others: top-dose activity change, negative = inhibition, hits mostly inhibitors; 1.3% of 340,000 active; note: potency is the fitted concentration of half-maximal effect; % is set by controls: 0 for no effect and ±100 for the full control effect
#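 Enzyme-only controls used 10 nM Pol beta; buffer lacking enzyme served as negative control. Compound preincubated 15 min, then 50 nM substrate added; 0 and 10 min reads at room temperature.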
# Pol eta inh = DNA polymerase eta (human) inhibition; Q9Y253; Potency, µM (doses to about 114 µM), for the others: top-dose activity change, negative = inhibition, hits mostly inhibitors; 1.2% of 390,000 active; recombinant Pol eta, fluorescent DNA replication assay; note: potency is the fitted concentration of half-maximal effect; % is set by controls: 0 for no effect and ±100 for the full control effect
#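 Fluorescent replication assay: 50 nM final substrate added after a 15 min room-temperature compound preincubation with 10 nM enzyme. Signal taken at 0 min and again at 10 min.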
# APEX1 inh = blocks human APE1 abasic DNA cleavage | P27695 | recombinant APE1, TAMRA/BHQ-2 abasic DNA cleavage fluorescence | Potency, µM (highest dose often 65.8 µM), for the others: top-dose activity change, negative = inhibition, usual class: inhibitors | 0.35% of 350,000 active;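 note: potency is the fitted concentration of half-maximal effect; plate controls were vehicle for no effect and reference inhibitor for full effect; nearly all actives have a fitted effect of over 55% in size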
#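 Readout is kinetic fluorescence (ex 525, em 598 nm) from cleavage of 50 nM TAMRA/BHQ-2 THF abasic duplex by 0.75 nM APE1, compound added 15 min beforehand at RT.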
# RGS4 inhibitor = inhibitors of human regulator of G protein signaling 4. 0.039% of 390,000 active. P49798. Transcreener GDP fluorescence polarization, RGS4-accelerated GTP hydrolysis. Potency, µM (titrated, usually from 114 µM), inactives show top-dose activity change, negative = inhibition, actives largely listed as inhibitors; note: potency is the fitted concentration of half-maximal effect; % is set by controls: 0 for no effect and ±100 for the full control effect; nearly all actives have a fitted effect of over 75% in size; some results filed as inactive show a strong effect at the top dose
# Target sequence (P49798 whole entry, looked up): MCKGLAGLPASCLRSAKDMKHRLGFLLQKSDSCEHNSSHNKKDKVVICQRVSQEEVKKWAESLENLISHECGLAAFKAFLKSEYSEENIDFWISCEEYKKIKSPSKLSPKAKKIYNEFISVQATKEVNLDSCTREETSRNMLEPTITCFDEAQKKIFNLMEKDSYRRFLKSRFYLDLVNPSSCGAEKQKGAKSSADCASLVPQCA
#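 MLSMR compounds (23 nl, pin-transferred) preincubated 10 min at room temperature with a 500nM (2x) first reagent, then RGS4 at 900nM (2x) plus Transcreener GDP mix added; fluorescence polarization (620/688 nm) read before and after 90 min at 30 °C.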
# ERG Ets-DNA blk = ERG Ets/DNA interaction inhibition; P11308; fluorescence polarization, His-ERG Ets domain / labelled DNA; Potency, µM (series often up to 76.9 µM), without a hit: top-dose FP activity, negative = inhibition, actives largely listed as inhibitors; 0.028% of 370,000 active; AID 624246; active = well fitted inhibition curve with a large enough effect in the polarisation, with a control signal flat; inconclusive = small, poorly fitted or top-dose-only effect, or effect the other way, or a change in a side signal; inactive = no such curve, though single readings can be large or run the other way; the % refers to the polarisation;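 note: polarization taken with two DNA probes labelled with fluorescein and Texas red; potency is the fitted concentration of half-maximal effect; % of control where 0% means no effect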
#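 His-tagged ERG Ets domain (1 uM in the protein solution; 300mM KCl, 50mM Tris-HCl, 1mM EDTA, 1mM DTT, pH 7.5) received compound, then a probe mix of 5 nM fluorescein-DNA and 100nM Texas-615-DNA. Fluorescence polarization was read for both dyes.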
# Apoferritin bind = candidate novel general anesthetic via apoferritin binding; P02791; apoferritin/1-aminoanthracene competitive binding, fluorescence; Potency, µM (series often up to 77.5 µM), without a hit: top-dose activity change, negative = displacement, most hits filed as inhibitors; 0.074% of 350,000 active; AID 485281; note: potency is the fitted concentration of half-maximal effect; % is set by controls: 0 for no effect and ±100 for the full control effect; nearly all actives have a fitted effect of over 20% in size
# Target sequence (P02791 2-175 limits assumed): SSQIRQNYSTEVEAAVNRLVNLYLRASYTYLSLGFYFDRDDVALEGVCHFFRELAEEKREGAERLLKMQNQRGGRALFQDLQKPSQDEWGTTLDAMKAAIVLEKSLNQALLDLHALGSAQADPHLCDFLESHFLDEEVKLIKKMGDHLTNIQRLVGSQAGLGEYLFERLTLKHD
#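 Apoferritin-based anesthetic binding model; compound displacement of fluorescent 1-AMA measured as endpoint fluorescence after 10 minutes at room temperature, scaled to free-ligand and complex controls.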
# Pol kappa inh = blocks human DNA polymerase kappa activity | Q9UBT6 | purified Pol kappa, fluorescent DNA synthesis assay, 10 min | Potency, µM (series often up to 107 µM), inactives show top-dose activity, negative = inhibition, hits mostly inhibitors | 0.53% of 400,000 active | AID 588579; note: potency is the fitted concentration of half-maximal effect; % is set by controls: 0 for no effect and ±100 for the full control effect
#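 10 nM Pol kappa was preincubated with compounds for 15 min at room temperature. Reaction started with 50 nM (final) substrate. Fluorescence read kinetically at 0 and 10 min.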
# LDHA block = LDHA (human) enzyme inhibition; AID 1347041; purified LDHA, NADH/diaphorase-resazurin fluorescence; stronger effect = lower value; activity change, % (values are at about 110 or 230 µM); 0.15% of 480,000 active; in the data active = activity change below about -30%; inconclusive = mostly about -25% to -30%;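 note: plate controls were DMSO wells for no effect and wells without enzyme for full effect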
#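 LDH5 2 nM; NADH 0.06 mM, pyruvate 0.2 mM; 200 mM Tris pH 7.4, EDTA, Tween-20; 5 min RT. Detection: diaphorase 0.133 mg/mL + resazurin 37 µM, fluorescence ex540/em590 at 0 and 20 min; normalized to enzyme-free and DMSO wells.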
# ALOX12 inh = ALOX12 (human) lipoxygenase inhibition | 1.1% of 580,000 active | P18054 | Potency, µM (top dose mostly 108 µM), without a hit: at the highest dose activity change, negative = inhibition, hits mostly inhibitors | purified 12hLO, xylenol orange hydroperoxide absorbance; note: potency is the fitted concentration of half-maximal effect; % is set by controls: 0 for no effect and ±100 for the full control effect
# Target sequence (P18054 whole entry, looked up): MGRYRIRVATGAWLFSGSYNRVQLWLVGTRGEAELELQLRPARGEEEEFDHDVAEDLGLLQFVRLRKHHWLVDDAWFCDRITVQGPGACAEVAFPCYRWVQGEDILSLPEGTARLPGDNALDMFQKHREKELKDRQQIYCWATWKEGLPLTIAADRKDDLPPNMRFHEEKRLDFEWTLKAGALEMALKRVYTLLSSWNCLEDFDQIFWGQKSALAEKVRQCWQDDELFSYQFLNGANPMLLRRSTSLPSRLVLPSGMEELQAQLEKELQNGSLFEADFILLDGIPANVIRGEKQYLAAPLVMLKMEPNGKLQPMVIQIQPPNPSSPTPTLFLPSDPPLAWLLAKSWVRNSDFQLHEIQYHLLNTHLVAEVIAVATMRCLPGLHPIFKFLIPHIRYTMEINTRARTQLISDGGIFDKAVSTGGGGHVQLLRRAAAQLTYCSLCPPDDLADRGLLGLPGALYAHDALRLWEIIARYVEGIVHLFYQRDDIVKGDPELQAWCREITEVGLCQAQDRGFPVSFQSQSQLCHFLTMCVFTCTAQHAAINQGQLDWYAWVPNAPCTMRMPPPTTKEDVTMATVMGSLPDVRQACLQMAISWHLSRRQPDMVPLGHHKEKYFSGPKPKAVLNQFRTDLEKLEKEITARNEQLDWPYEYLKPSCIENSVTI
#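 Purified human 12hLO at 150 nM in 25 mM Hepes, 0.01% Triton X-100, pH 7.0, preincubated 15 min at room temperature with compound. Reaction started with 40 uM arachidonic acid, 30 min at room temperature. Hydroperoxide measured by Fe-xylenol orange, 573/405 nm absorbance ratio.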
# Numbers without * were called inactive; ? = inconclusive; . = no result given; & = joins results of further samples; [ ] = remark or other dose. Unless noted, calls come from the whole dose curve; as a rule, active = well fitted curve in the direction sought with a large enough effect; inconclusive = small, poorly fitted or top-dose-only effect, or another doubt; inactive = no such curve, though single readings can be large; an effect the other way counts as inactive or inconclusive. These rows are one share of the data, so the mix of outcomes need not match the whole.
SMILES,POLB inh,Pol eta inh,APEX1 inh,RGS4 inhibitor,ERG Ets-DNA blk,Apoferritin bind,Pol kappa inh,LDHA block,ALOX12 inh
COCC1CCN(C(=O)CC2C(=O)NCCN2Cc2cccc(Oc3ccccc3)c2)CC1 (centres undefined),1%,-16%,-10%,-21%,6%,-21%,7%,0,5%
O=C(NNC(=O)c1ccccc1Br)c1ccc(Cl)c(Cl)c1,1%,-7%,19%,4%,-1%,-5%,-7%,-1,1%
Cc1csc(NC(=O)CSc2nc(C)cs2)n1,14%,-9%,10%,11%,-10%,3%,0%,-3,60%[activator]
O=C(Cc1coc(-c2ccc(F)cc2)n1)N1CCOCC1,-3%,-13%,9%,8%,2%,-7%,-13%,-4,377%[activator]
Cc1ccccc1C(=O)OCCN(C)Cc1ccccc1,-23%,-3%,3%,0%,-5%,-10%,-2%,-2,-21%
COc1cccc(C2SCC(=O)N2c2ccc(Br)cc2)c1OC (centres undefined),49%,-8%,?,-21%,16%,-9%,-11%,1,11%
Cc1ccc(C(=O)NC2CCCc3ccccc32)cc1[N+](=O)[O-] (centres undefined),5%,-23%,-1%,25%,-10%,-19%,0%,-8,-19%
NC(=O)Cn1c(=O)n(CC(=O)N2CCCCC2)c(=O)c2sccc21,6%,0%,19%,11%,16%,-2%,1%,-2,12%
COc1ccc(NC(=O)CN(C)C(=O)c2ccc(NS(=O)(=O)c3ccc(F)cc3)cc2)cc1,.,-11%,19%,-20%,-2%,.,3%,-6,19%
Cc1ccc2oc(C(=O)Nc3ccc(S(=O)(=O)Nc4nccc(C)n4)cc3)cc(=O)c2c1,13%,3%,.,24%,8%,4%,-2%,-8,?
Cc1ccc(SCC(=O)Nc2ccc(N3CCOCC3)cc2)cc1,30%,10%,-8%,21%,19%,-10%,-2%,-5,?
Cc1ccc(NC(=O)C(C)N2C(=O)C3C4CC(C(Br)C4Br)C3C2=O)cc1 (centres undefined),2%,-14%,-4%,-5%,-13%,-22%,-1%,0,-4%
CCOc1cc(/C=C2\SC(=S)N(NC(=O)c3cccnc3)C2=O)ccc1O,?,?,?,-19%,159%[activator],-17%,-31%,-1,?
CCC(=O)c1ccc(N2CCN(C(=O)COc3ccccc3F)CC2)c(F)c1,12%,-11%,-11%,9%,-8%,-18%,-2%,1,-30%
CC(=O)C1C(c2cccc([N+](=O)[O-])c2)C2C(C)=NN=C2CC1(C)O (centres undefined),24%,-7%,-3%,13%,-2%,-5%,-10%,-1,-8%
CCCSc1nc(N2CCOCC2)c2c(c1C#N)CCCC2,20%,?,1%,-13%,-7%,1%,-8%,-3&-5,3%&-1%
Cc1cccnc1NC(=O)CCc1nnc2ccc(N3CCC4(CC3)OCCO4)nn12,33%,-19%,47%[activator],21%,-2%,0%,-17%,-12,5%
CC(N=C1NS(=O)(=O)c2ccccc21)C(=O)NCc1ccncc1 (centres undefined),.,-7%,11%,-2%,-4%,.,0%,-7,10%
CC(NC(=O)COC(=O)/C=C/c1cccc(F)c1)c1ccccc1 (centres undefined),.,-2%,9%,17%,-1%,.,-11%,-7,-1%
O=C1Nc2ccccc2C(O)(C(=O)NCc2ccco2)N1c1ccccc1 (centres undefined),36%,-2%,6%,10%,-9%,2%,-13%,-5,0%
COc1cccc(N2C(=O)CSC23C(=O)N(CC(=O)NCc2ccc(C)cc2)c2ccccc23)c1 (centres undefined),3%,-20%,.,-20%,-6%,-8%,-8%,-2,5%
CS(=O)(=O)N1CCN(c2ccccc2NC(=O)c2cc3ccccc3o2)CC1,2%,-4%,-11%,12%,3%,4%,-15%,-10,-20%
COCC(=O)N1c2nc(-c3ccco3)nn2C2(CCCCC2)[C@@H]2CCCC[C@@H]21,-7%,1%,.,-12%,-5%,-8%,-22%,8&-8,?
Cc1ccc(-c2nc3ccccc3o2)cc1NC(=O)Cc1cccs1,1%,-8%,0%,0%,2%,-7%,11%,-9&-3,-20%&6%

# Ordered by molecular weight (high to low): some entries from above.
SMILES,POLB inh,Pol eta inh,APEX1 inh,RGS4 inhibitor,ERG Ets-DNA blk,Apoferritin bind,Pol kappa inh,LDHA block,ALOX12 inh
Cc1cccnc1NC(=O)CCc1nnc2ccc(N3CCC4(CC3)OCCO4)nn12,33%,-19%,47%[activator],21%,-2%,0%,-17%,-12,5%
CS(=O)(=O)N1CCN(c2ccccc2NC(=O)c2cc3ccccc3o2)CC1,2%,-4%,-11%,12%,3%,4%,-15%,-10,-20%
CCC(=O)c1ccc(N2CCN(C(=O)COc3ccccc3F)CC2)c(F)c1,12%,-11%,-11%,9%,-8%,-18%,-2%,1,-30%
CC(N=C1NS(=O)(=O)c2ccccc21)C(=O)NCc1ccncc1 (centres undefined),.,-7%,11%,-2%,-4%,.,0%,-7,10%

# Further records:
SMILES,POLB inh,Pol eta inh,APEX1 inh,RGS4 inhibitor,ERG Ets-DNA blk,Apoferritin bind,Pol kappa inh,LDHA block,ALOX12 inh
CCC(=O)Nc1ccc2c(c1)nc(CCNC(=O)c1ccco1)n2C,3%,-8%,16%,4%,5%,2%,-1%,-1,-6%
CCOC(=O)c1ccc(N2CC3=C(C2=O)C(c2ccc(OC)cc2)NC(=O)N3C)cc1 (centres undefined),16%,-9%,.,-3%,7%,2%,-4%[60.1 µM],0&-5,?
Cc1cccc(N(C)S(=O)(=O)c2cccc3nsnc23)c1,3%,-10%,-1%,29%,-8%,-8%,-7%,-14,-22%
CCCCCNC(=O)C(=O)NCC(c1ccc2c(c1)OCO2)N1CCOCC1 (centres undefined),28%,3%,.,20%,5%,-3%,-3%[60.1 µM],-15,3%
CC(=O)c1c(C)[nH]c(C(=O)OCc2ccc(Br)cc2)c1C,0%,0%,-8%,-11%,-2%,-9%,-7%,-8,0%
CCCc1cc(=O)oc2cc(OCC(=O)NCCCN3CCOCC3)c(Cl)cc12,2%,-4%,12%,12%,-7%,-5%,5%,-12,-8%
CC(=O)N1c2ccc(S(=O)(=O)NCC3CCC(C(=O)Nc4ncccc4C)CC3)cc2CC1C (centres undefined),26%,-11%,46%,-16%[11.4 µM],8%,-4%,5%,-7,-1%
Cc1cc2c(c(=O)n1CCCn1ccnc1)C(c1ccco1)C(C#N)=C(N)O2 (centres undefined),10%,-4%,-2%,-46%,4%,-8%,0%,0,-21%
CCCCCN(C(=O)NC(=O)NC(C)CC)S(C)(=O)=O (centres undefined),20%,-8%,3%,19%,.,-19%,-5%,3,25%
COCCn1c(C)cc(C(=O)COC(=O)CCS(=O)(=O)c2ccc(C)cc2)c1C,.,-8%,-2%,4%,-11%,.,-10%,-8,-3%
Cc1cc(C)n(-c2ccc(F)cc2CN2CCN(Cc3ccccc3)C(CCO)C2)n1 (centres undefined),35%,-13%,13%,-38%,19%,-8%,2%,0,0%
COC(=O)c1cc(S(=O)(=O)NCC2CCN(CCc3cccs3)CC2)cn1C,16%,-5%,-6%,26%,-5%,-2%,-8%,-6,1%
Cc1nn(CCc2n[nH]c(=S)n2-c2cccc(Cl)c2)c(C)c1[N+](=O)[O-],-2%,-4%,-2%,-32%,2%,-6%,-7%,5,?
Cc1ccc2c(c1)C1CN(C)CCC1N2C(=O)c1ccc(Cl)c(S(=O)(=O)N2CCOCC2)c1 (centres undefined),24%,-19%,-2%,11%,-2%,-7%,-23%,-8,-7%
COc1ccc(CCn2c3c(c(=O)[nH]c2=O)C(NC(=O)c2ccc(Cl)cc2)(C(F)(F)F)C(=O)N3)cc1OC (centres undefined),30%,-5%,.,0%,-14%,4%,5%,-7,-33%
CN(Cc1ccccc1)C(=O)COC(=O)COc1ccc(C#N)cc1,-3%,8%,35%,12%,2%,-15%,10%,1,1%
CC(C)Cc1nn2c(=O)cc(COC(=O)c3ccc(NC(=O)c4cccs4)cc3)nc2s1,1%,-7%,.,7%,1%,63%[activator],-13%[60.1 µM],-6,-18%
COCCN1CN(S(=O)(=O)c2ccccc2)c2nc3ccccc3nc21,8%,-6%,8%,36%,-5%,-3%,-3%,4,?
CC(C)CSc1ncnc2c1oc1nc3c(cc12)COC(C)(C)C3,22%,-21%,16%,3%,-3%,-7%,-9%,-3,4%
CN(CCOc1ccccc1)C(=O)CCc1nc2sc3c(c2c(=O)[nH]1)CCCC3,?,?,5%,5%,4%,-10%,-35%,-8,2%
CCn1c(SCC(N)=O)nc2cc(S(=O)(=O)N3CCOCC3)ccc21,8%,-8%,4%,4%,-3%,-2%,-4%,-3,3%
N#C/C(=C/c1ccc(O)c(O)c1)c1nc2ccccc2[nH]1,?,3.2µM*,-32%,-10%,-2%,-6%,10µM*,-6,7.9µM*
Cc1ccc(-n2nnnc2-c2cnn(-c3cccc(F)c3)c2C(F)(F)F)cc1,0%,5%,0%,-26%,6%,-2%,-7%,1,0%
Cc1ccc(CNC(=O)CCn2cc(-c3ccc(C)cc3)nc2-c2ccncc2)cc1,21%,-3%,-5%,-2%,22%,?,5%,1,-8%
COc1cccc(NC(=S)Nc2ccc(F)cc2)c1,3%,-5%,14%,-35%,-7%,-4%,-6%,-2,-25%
Cc1nn(Cc2ccc(Cl)cc2)c(C)c1NC(=O)CSc1n[nH]c(C)c1[N+](=O)[O-],-21%,-10%,4%,-33%,-2%,-7%,-6%,-14,-24%
CCCCn1c(N)c(N(CCOC)C(=O)c2cc(Cl)nc3ccccc23)c(=O)[nH]c1=O,.,-15%,15%,7%,3%,.,-8%,-7,-8%
